TexasRed fluor: alters Texas Red total fluorescence, flagging assay interference | Potency, µM (highest dose often 106 µM), for inactives: at the highest dose fluorescence change, negative = quenching | 280,000 compounds, 0.29% hits | AID 1479 | TRb/SRC2 Texas Red total fluorescence interference; active = well fitted curve in either direction with a large enough effect; inconclusive = small, poorly fitted or top-dose-only effect; also: % is scaled to controls: 0 for no effect and ±100 for the full control effect
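Human TRβ ligand-binding domain (0.6 uM) and Texas Red SRC2 peptide (20 nM) in Tris buffer with 1 uM T3 and 5% DMSO were incubated with pinned compound for 5 hr at ambient temperature. Total fluorescence was computed as S + 2P (555/632 nm).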
Tau fibril ThT: tau fibrillization inhibition (ThT binding); recombinant tau K18 P301L, heparin-induced fibrillization, ThT fluorescence; Potency, µM (series often up to 57.4 µM), inactives show top-dose activity, negative = inhibition, usual class: inhibitors; 270,000 compounds, 2.1% hits; also: % is scaled to controls: 0 for no effect and ±100 for the full control effect; nearly all actives have a fitted effect of over 55% in size
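Fibril formation assay: tau K18 P301L at 15 uM with trace Alexa 594 label, heparin inducer 20 uM, pH 7 sodium acetate buffer, 37 C for 6 hr; endpoint ThT signal.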
TRb-SRC2 inh: inhibitors of human thyroid hormone receptor beta-SRC2 interaction; TRbeta-SRC2 peptide binding, fluorescence polarization; receptor liganded with 1 µM T3; Potency, µM (titrated, usually from 106 µM), for inactives: top-dose activity change, negative = inhibition, usual class: inhibitors; 280,000 compounds, 0.065% hits; AID 1469;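 also: plate controls were bound peptide for no effect and peptide without receptor for full effect; nearly all actives have a fitted effect of over 50% in size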
Target sequence (P10828 whole entry, looked up): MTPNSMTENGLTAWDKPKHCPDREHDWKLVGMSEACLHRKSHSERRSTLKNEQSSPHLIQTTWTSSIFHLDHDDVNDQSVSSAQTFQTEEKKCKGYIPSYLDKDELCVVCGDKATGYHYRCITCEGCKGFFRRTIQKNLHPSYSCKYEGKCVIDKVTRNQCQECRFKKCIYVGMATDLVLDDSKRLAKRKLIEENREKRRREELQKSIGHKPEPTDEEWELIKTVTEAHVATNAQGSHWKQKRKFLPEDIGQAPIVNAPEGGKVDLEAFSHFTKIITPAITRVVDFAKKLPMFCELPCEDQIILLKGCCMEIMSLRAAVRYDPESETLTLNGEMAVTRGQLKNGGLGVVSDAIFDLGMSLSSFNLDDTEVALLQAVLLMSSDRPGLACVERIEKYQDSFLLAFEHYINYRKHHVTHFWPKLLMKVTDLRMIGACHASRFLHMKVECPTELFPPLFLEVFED
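A fluorescence polarization screen tested compounds at multiple concentrations against complex formation between 0.6 uM TRb ligand-binding domain and 20 nM Texas Red SRC2 peptide, with 1 uM T3 present; readout after 5 hr.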
Tau fluor counter: counter-screen for tau fibril formation inhibitors; Potency, µM (top dose mostly 57.7 µM), inactives show top-dose activity change, negative = decrease; 280,000 compounds, 0.93% hits; tau K18 P301L Alexa594 fluorescence, heparin fibrillization; also: % is scaled to controls: 0 for no effect and ±100 for the full control effect; nearly all actives have a fitted effect of over 55% in size
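Human K18 P301L tau (15 uM unlabeled plus 0.24 uM Alexa 594-labeled, final) in 100 mM sodium acetate pH 7 was mixed with compound and 20 uM heparin and incubated 6 hr at 37 C.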
Tau fibril FP: inhibitors of human tau fibril formation; P10636; K18 P301L tau heparin fibrillization, Alexa594 FP, 6 h; Potency, µM (series often up to 57.7 µM), without a hit: top-dose activity, negative = inhibition, most hits filed as inhibitors; 280,000 compounds, 0.39% hits; also: % is scaled to controls: 0 for no effect and ±100 for the full control effect; nearly all actives have a fitted effect of over 55% in size
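Heparin (20 uM) drove fibril formation of recombinant tau K18 P301L, 15 uM unlabeled with 0.24 uM Alexa 594 label, for 6 hr at 37 C in 100 mM sodium acetate pH 7. Fluorescence polarization (555/632 nm) read 1 hr after 30 uM ThT.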
HTT ATP protect: Huntington cell model cytoprotection by ATP luminescence | PC12 HTT-Q103 induced, cytoprotection, ATP luminescence, 40 h | Potency, µM (doses to about 56.4 µM), for inactives: cytoprotection (ATP increase), most hits filed as activators | 230,000 compounds, 0.14% hits | AID 1471;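 also: % of control where 0% means no effect; nearly all actives have a fitted effect of over 45% in size; toxic huntingtin expression switched on by the ecdysone agonist tebufenozide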
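Quantitative HTS on tebufenozide-induced (100 nM) PC12 cells expressing HTTQ103 exon 1–GFP; compounds tested as a concentration series; survival measured via cellular ATP.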
RECQ1 helicase: RECQ1 (human) helicase inhibition. RECQ1 DNA unwinding, red fluorescence kinetic read. P46063. 240,000 compounds, 0.54% hits. Potency, µM (series often up to 57.3 µM), for inactives: at the top dose activity, negative = inhibition, actives largely listed as inhibitors;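 also: plate controls were vehicle for no effect and no enzyme for full effect; nearly all actives have a fitted effect of over 30% in size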
Target sequence (P46063 whole entry, looked up): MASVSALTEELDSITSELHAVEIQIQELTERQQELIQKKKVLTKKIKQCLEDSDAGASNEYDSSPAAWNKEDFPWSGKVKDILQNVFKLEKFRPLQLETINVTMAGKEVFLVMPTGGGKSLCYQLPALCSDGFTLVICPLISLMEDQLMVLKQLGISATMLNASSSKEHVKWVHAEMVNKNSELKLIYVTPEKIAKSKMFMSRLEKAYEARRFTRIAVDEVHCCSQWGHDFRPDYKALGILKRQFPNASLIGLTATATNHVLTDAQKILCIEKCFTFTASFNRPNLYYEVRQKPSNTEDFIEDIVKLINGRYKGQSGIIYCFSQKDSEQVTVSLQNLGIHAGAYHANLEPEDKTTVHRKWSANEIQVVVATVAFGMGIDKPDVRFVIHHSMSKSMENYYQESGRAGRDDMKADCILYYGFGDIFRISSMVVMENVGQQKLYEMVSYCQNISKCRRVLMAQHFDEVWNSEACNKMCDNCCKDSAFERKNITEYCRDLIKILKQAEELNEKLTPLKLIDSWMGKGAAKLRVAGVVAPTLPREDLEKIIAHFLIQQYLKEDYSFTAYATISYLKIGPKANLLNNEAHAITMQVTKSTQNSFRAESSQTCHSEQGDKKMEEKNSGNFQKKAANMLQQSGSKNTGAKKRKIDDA
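50 nM RECQ1T1 preincubated 15 min with compound in Tris pH 8.0 buffer with MgCl2, DTT, Tween-20 and 2.5 ug/ml poly(dI-dC); started with 200 nM TAMRA/BHQ-2 forked duplex and 2 mM ATP. Unwinding read as fluorescence (525/598 nm), two reads 2 h apart.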
L3MBTL1 inh: L3MBTL1 (human) inhibition. Q9Y468. AlphaScreen L3MBTL1–H3K9me1 peptide binding. Potency, µM (titrated, usually from 57.1 µM), for inactives: top-dose activity, negative = inhibition, actives largely listed as inhibitors. 230,000 compounds, 0.66% hits. AID 485360; also: % is scaled to controls: 0 for no effect and ±100 for the full control effect; nearly all actives have a fitted effect of over 60% in size
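L3MBTL1 50 nM + b-AHA-H3(1-15)K9me1 75 nM, 30 min RT; compound added, 30 min RT; streptavidin donor/Ni-chelate acceptor beads 10 ug/mL each final, 30 min RT dark; AlphaScreen read.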
* marks the source's active call; other numbers are inactive results; i = inactive; ? = inconclusive; . = not tested or not shown; & = joins results of further samples; [ ] = dose if it differs, or a comment. Unless noted, calls follow the shape of the dose curve; as a rule, active = well fitted curve in the direction sought with a large enough effect; inconclusive = small, poorly fitted or top-dose-only effect, or another doubt; inactive = no such curve, though single readings can be large; an effect the other way counts as inactive or inconclusive. Potency is read from the fitted curve at half-maximal effect.

canonical_smiles | Tau fluor counter | RECQ1 helicase | L3MBTL1 inh | TRb-SRC2 inh | Tau fibril ThT | Tau fibril FP | HTT ATP protect | TexasRed fluor
O=C(CN(c1ccccc1)S(=O)(=O)c1ccccc1)NCCSCc1ccco1 | -4% | 14µM* | -14% | -8% | -8% | -1% | -5% | -28%
CNC(=O)c1sc(Nc2cc(C)ccc2C)nc1C | 4% | -1% | 2% | -2% | -1% | -1% | -45%[inhibitor] | -2%
CCc1cccc(C)c1Nc1c(-c2cccc(O)c2)nc2sccn12 | 18µM*[quencher] | . | . | -12% | ? | 15% | . | ?
COc1ccc(NC(=O)Cn2nnc(C(=O)NCc3ccc4c(c3)OCO4)c2N)cc1 | 3%&5% | ? | 5% | -10%&-2% | -3%&6% | -2%&0% | -49%[inhibitor] | -2%&-2%
CCC(=O)NNC(=O)CCC(=O)Nc1ccccc1 | 0% | -6% | -2% | -2% | -7% | 2% | 6% | -5%
N#C/C(=C(\O)CCl)c1nnc2n1CCCCC2 | 0% | -14% | . | 3% | -12% | -4% | 13% | -3%
COC(=O)c1cc(=O)c2c([N+](=O)[O-])ccc(OC)c2o1 | -6% | -1% | 8% | -1% | -14% | -4% | . | 0%
CC1(C)C(=O)CC[C@@]2(C)C1CC(O)[C@@]1(C)C3=CC(=O)OC(c4ccoc4)[C@]3(C)CCC21 (some centres not stated) | -6% | 0% | . | -6% | -12% | -8% | ? | -1%
COCCOC(=O)C1=C(C)N(Cc2ccccc2)C(=O)NC1c1ccc(OC)cc1 (configuration not stated) | -7% | -21% | . | 2% | -10% | 3% | 33% | -3%
N#Cc1cc(Br)ccc1N=C1CCCN1c1ccccc1 | 3% | -2% | 69%[activator] | -8% | 3% | -1% | 22%[10 µM] | 2%
COc1cc2c(cc1O)-c1ccccc1CN(C)C2 | 0% | 11% | . | -4% | 3% | -1% | 10% | -2%
CCOCCCNC(=O)c1ccccc1Br | 8% | -1% | 26%[11.4 µM] | 4% | 1% | 2% | -5% | 1%
CC(C)NC(=O)CN1C(=O)CCn2nc(-c3cn(C)c4ccccc34)cc21 | -10% | . | . | -4% | -7% | 0% | . | -3%
CN(C)c1ccc(C(=S)N2CCCCC2)cc1Br | -6% | -2% | -13%[11.4 µM] | 6% | -2% | 1% | -32%[inhibitor] | -4%
O=C(CSc1nnc(Cc2cc(=O)[nH]c(=O)[nH]2)n1-c1ccccc1)NCC1CCCO1 (configuration not stated) | 1% | -6% | -9%[11.4 µM] | -12% | -4% | -1% | 17% | -1%
Cc1ccccc1-c1n[nH]c(=S)n1/N=C/C=C/c1ccco1 | -24% | ? | ? | 4% | ? | ? | 15%[10 µM] | -9%
CCOC(=O)c1sc(=N)n(-c2ccc(OC)cc2)c1C | ? | -10% | 0% | 5% | ? | ? | -18% | 0%
CS(=O)(=O)N(CC(=O)NC1CCCCC1)c1cccc(F)c1 | 4% | 9% | -12% | 2% | 7% | 3% | 2%[10 µM] | 5%
Fc1ccc(-n2ncc3c(N4CCC(Cc5ccccc5)CC4)ncnc32)cc1 | -12% | . | . | -7% | -8% | 0% | . | -2%
CCCCC(=O)Nc1nc2c(OC)cc([N+](=O)[O-])cc2s1 | -13% | -8% | -8% | 6% | -11% | 0% | -11% | 0%
Cc1ccc(NC(=O)CCn2c(=O)[nH]c3ccsc3c2=O)cc1 | 12% | -4% | 37%[activator] | -3% | 10% | 6% | . | -3%
Cc1ccccc1OCC1Cc2c(nc(N)c(C#N)c2N)O1 (configuration not stated) | -17% | -7% | 7% | 2% | ? | -5% | -41%[inhibitor] | 0%
O=C(CCn1nc(-c2ccc(Cl)cc2)ccc1=O)NCc1cccnc1 | -8% | 17% | -1% | -11% | -4% | 2% | -29% | 2%
CC1(C)CC(N=C=O)CC(C)(CN=C=O)C1 (configuration not stated) | . | -5% | . | 5%[201 µM] | . | . | 9% | -1%[201 µM]
CCCCCc1c2c(cc(O)c1C(=O)O)OC(=O)c1cc(C(=O)CCCC)c(OC)cc1O2 | -27% | 13µM* | -10% | 7% | ? | -6% | ? | -4%

Two of the compounds above, with values under each structure:
Each structure is followed by: Tau fluor counter	RECQ1 helicase	L3MBTL1 inh	TRb-SRC2 inh	Tau fibril ThT	Tau fibril FP	HTT ATP protect	TexasRed fluor
COc1ccc(NC(=O)Cn2nnc(C(=O)NCc3ccc4c(c3)OCO4)c2N)cc1
→ 3%&5%	?	5%	-10%&-2%	-3%&6%	-2%&0%	-49%[inhibitor]	-2%&-2%
CCC(=O)NNC(=O)CCC(=O)Nc1ccccc1
→ 0%	-6%	-2%	-2%	-7%	2%	6%	-5%

Going on with the list.
canonical_smiles | Tau fluor counter | RECQ1 helicase | L3MBTL1 inh | TRb-SRC2 inh | Tau fibril ThT | Tau fibril FP | HTT ATP protect | TexasRed fluor
CCc1ccc(NC(=O)CN2CCc3ccccc3C2)cc1 | -14% | i | . | -4% | ? | 2% | -11% | 0%
Cc1cc(SCC(=O)Nc2cccc(S(N)(=O)=O)c2)c(C)cc1Br | ? | i | . | 4% | -12% | -13% | -8% | -7%
CC1CCN(c2nc(-c3ccc(Br)cc3)nc3ccccc23)CC1 | -2% | . | . | 5% | 2% | -9% | . | -2%
Nc1ccc(C(=O)Nc2ccco2)cc1 | -7% | -1% | -9% | -4% | -13% | 1% | -10%[10 µM] | -3%
CN(C)c1ccc(/C=N/n2cnn(Cc3ccccc3Cl)c2=S)cc1 | ? | -4% | -25% | 5% | ? | 9% | -9%[10 µM] | -5%
COc1cccc(C2C(C#N)=C(C)NC3=C2C(=O)CC(C)(C)C3)c1 (configuration not stated) | 0% | 7% | -7% | -7% | 0% | -3% | . | 0%
Clc1ccc(Cc2ccc(SCc3ccccc3)nn2)c(Cl)c1 | -17% | i | 53%[activator] | -1% | ? | 5% | -15% | 3%
CCn1cc(CNCc2ccc(OCC(O)CN(C)Cc3ccccc3)cc2)cn1 (configuration not stated) | 11% | i | 5% | -1% | 4% | 1% | 16%[10 µM] | -1%
CCOc1cc(C(=O)NCC2CCCO2)cc(OCC)c1OCC (configuration not stated) | -4% | -2% | -8% | -11% | -5% | -6% | -4%[10 µM] | 2%
C/C(CC(C)C)=N\Nc1ccc(S(N)(=O)=O)cc1[N+](=O)[O-] | -10% | i | . | 2% | ? | 3% | -3% | -1%
CSc1nc(=O)n2cc(C)ccc2n1 | 1% | 0% | . | -5% | -3% | 3% | -24% | 2%
CCOC(=O)c1ccc(NC(=O)CSc2n[nH]c(-c3ccncc3)n2)cc1 | -6% | -3% | -4% | 1% | -20% | 2% | -5%[10 µM] | 2%
COc1ccc(C(C)=O)cc1COC(=O)C(CO)NS(=O)(=O)c1ccc(Br)cc1 (configuration not stated) | -10% | -3% | 2% | 3% | 4% | -2% | 1% | 1%
CCC(C)N(C(=O)CSc1ccc(NC(C)=O)cc1)C1CCS(=O)(=O)C1 (configuration not stated) | -6% | -7% | . | 3% | -4% | -10% | -16% | -3%
CCCCN(CCCC)CCCNC(=O)c1ccc2nc(-c3ccccc3NC(C)=O)c(=O)[nH]c2c1 | -10% | i | . | 8% | -18% | 1% | ? | -1%
O=C(O)c1ccc2c(c1)C(=O)N(C(Cc1ccccc1)C(=O)O)C2=O (configuration not stated) | 10% | i | 20% | 2% | 8% | 4% | -24% | -9%
Cn1c(=O)c2c(nc(CN3CCCCC3)n2Cc2c(F)cccc2Cl)n(C)c1=O | 3% | -8% | 3% | -2% | -4% | 2% | -10%[10 µM] | -4%
Cc1ccc2c(c1)sc1nc(=O)n(-c3cccc(Cl)c3)c(=O)n12 | -29%&-18% | i | 0% | -4%&-12% | -17%&-4% | ? | -25% | -4%&-2%
CCOC(=O)c1c(C)c(C)n(Cc2cccc(OC)c2OC)c1C | -27% | -19% | 0% | 0% | 25µM* | ? | . | -1%
CCN(CC)CCCNc1oc(/C=C/c2ccccc2)nc1C#N | -19% | -11% | . | -1% | . | 13% | -7%[10 µM] | -5%
Nc1nc(Cl)cc(N2CCCC2)n1 | -11% | 5% | -2% | -4% | -4% | -1% | 28%[10 µM] | -6%
CCS(=O)(=O)N1CCN(C(=O)c2cccs2)CC1 | 4% | -4% | -2% | 1% | 1% | -12% | 6% | -4%
CCOC(=O)CN(C(=O)CSc1nnc(C)n1-c1ccccc1)c1ccccc1 | -2% | -13% | 1% | 6% | 2% | -3% | -7%[10 µM] | 2%
O=C(C1CC1)N1CCc2cc(S(=O)(=O)N(CCO)Cc3ccccc3)ccc21 | -2% | -1% | 2% | -1% | -14% | 11% | -16%[10 µM] | 0%
CC(=O)N[C@@H](CSC/C=C(\C)CCC=C(C)C)C(=O)O | 2%&-6%&1% | 3%&-3%&-6% | . | -4%&-13%&-2% | 0%&-8%&-3% | -1%&-9%&7% | 11%&-18%&-15% | 0%&0%&0%
COc1cccc(CNC(=O)Cn2ccc3cc(S(=O)(=O)N4CCCC4)ccc32)c1OC | -8% | . | . | -4% | 6% | -5% | . | -1%
CCOC(=O)C1C(=O)NC(N2CCN(Cc3ccccc3)CC2)=NC1c1ccco1 (configuration not stated) | 4% | -13% | 0% | -3% | 3% | -5% | 3% | -3%
O=C(N1CCN(c2ccccn2)CC1)N1c2ccccc2Sc2ccccc21 | -16% | 7% | . | 0% | -15% | 3% | -80%[inhibitor][10 µM] | -7%
CCc1ccc(S(=O)(=O)Nc2ccc3c(c2)n(C)c(=O)c(=O)n3C)cc1 | 8% | . | . | 1% | 6% | 0% | . | -2%
Cc1cc(C)cc(NC(=O)CN2CCN(CCN=CC3=C(O)CC(C)(C)CC3=O)CC2)c1 | -6% | -1% | -12% | -14% | -11% | -14% | -15%[10 µM] | -5%
COC(=O)C(NC(=O)c1ccco1)(Nc1nc(C)cs1)C(F)(F)F (configuration not stated) | 0% | -8% | 2% | -8% | -10% | -9% | 10% | -5%
O=S(=O)(c1ccccc1)N1CCN(c2ncnc3sc(-c4ccccc4)cc23)CC1 | -14% | i | 9% | 1% | -7% | -2% | -11% | -2%
CC(=O)Nc1ccc(NC(=O)c2ccc3c(c2)CCN3S(=O)(=O)c2ccc(Cl)cc2)cc1 | -24% | . | . | -4% | -10% | 1% | . | -2%

Screening data as filed in PubChem.

This is a subset; the hit share may differ from the screen's.
